# GPR35 antagonists: GPR35 antagonists blocking zaprinast-driven arrestin recruitment, primary screen, imaging, U2OS, beta-arrestin-GFP, zaprinast agonist (AID 2058) | U2OS GPR35 beta-arrestin-GFP translocation imaging, zaprinast antagonism; higher % means a stronger effect | inhibition, % at 10 µM; hits with a dose series show IC50 in µM | hit rate 0.052% among 290,000;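 active means inhibition of at least 50% with at least 30 cells and total cytoplasm GFP at most 10,000,000; inconclusive means under 30 cells or total GFP of 10,000,000 plus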
# Myeloid diff MLP: compounds promoting myeloid differentiation | ER-HoxA9 myeloid progenitors, lysozyme-GFP differentiation, flow cytometry | calls only at 10 µM | hit rate 1% among 360,000 | AID 624256;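 active means normalized GFP-positive differentiation at or above the plate's own cutoff, the solvent-only control mean plus 3 SD; inconclusive means no clear call, values can overlap the other calls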;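 further: cells exposed to compound for four days before flow analysis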
# HIV peptide binding: inhibitors of HIV fusion peptide binding, primary screen, biochemical, uHTS, fluorescence dequenching (AID 1986) | cell-free peptide binding, fluorescence dequenching, 30 min; higher % means a stronger effect | inhibition, % at 20 µM; hits with a dose series show IC50 in µM | hit rate 0.3% among 290,000; in the data active means inhibition mostly above about 52%, no sharp cut-off; inactive means mostly below about 76%; further: some results filed as inactive read as strong as hits
# GPR55 LPI antagonism: inhibition of LPI-stimulated GPR55 beta-arrestin translocation – imaging, U2OS, beta-arrestin-GFP, LPI agonist, primary screen (AID 2013); U2OS GPR55 beta-arrestin-GFP translocation imaging, LPI antagonism; higher % means a stronger effect; inhibition, % at 10 µM; hits with a dose series show IC50 in µM; hit rate 0.13% among 290,000;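 active means spots per cell inhibited over 60%, with over 100 cells counted and total cytoplasm intensity under 500,000; inconclusive means wells with under 100 cells, flagged as likely toxic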;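 further: U2OS cells stably carrying GPR55 and arrestin-GFP stimulated by 5 µM LPI near EC80; imaged beta-arrestin-GFP aggregate spots per cell after agonist stimulation; plate controls were LPI-stimulated DMSO wells for no effect and DMSO wells without LPI for full effect; some results filed as inactive read as strong as hits; confirmed hits need IC50 under 10 µM and bright autofluorescent wells are also inconclusive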
# NTR1 agonist: agonists of NTR1, primary screen, imaging, U2OS cells, beta-arrestin-GFP, high content (AID 493036); P30989; NTR1-U2OS beta-arrestin-GFP spot imaging, agonist mode; hit rate 0.17% among 330,000; activation, % at 20 µM;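 active means activation at or above 40% of the spot to cytoplasm intensity ratio, with at least 20 cells analyzed; inconclusive means wells under 20 cells, flagged as cytotoxic or low count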;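 further: 0% = DMSO without peptide and 100% = 100 nM NTR1 peptide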
# Target sequence (P30989 whole entry, looked up): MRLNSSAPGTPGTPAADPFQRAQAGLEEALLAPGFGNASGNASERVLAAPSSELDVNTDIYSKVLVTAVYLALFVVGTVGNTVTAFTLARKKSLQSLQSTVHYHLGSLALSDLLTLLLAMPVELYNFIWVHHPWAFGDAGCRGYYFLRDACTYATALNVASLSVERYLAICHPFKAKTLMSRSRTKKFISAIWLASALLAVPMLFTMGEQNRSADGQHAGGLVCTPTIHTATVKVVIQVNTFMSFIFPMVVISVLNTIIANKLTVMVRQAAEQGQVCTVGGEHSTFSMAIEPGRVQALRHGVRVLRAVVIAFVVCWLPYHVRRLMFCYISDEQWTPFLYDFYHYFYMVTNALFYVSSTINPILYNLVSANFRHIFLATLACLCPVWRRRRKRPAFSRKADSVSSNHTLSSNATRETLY
# MgcRacGAP inhibition: MgcRacGAP GTPase-activating activity inhibitors, confirmation, biochemical, ADP Hunter fluorescence. hit rate 0.6% among 340,000. MgcRacGAP-stimulated Rac1 GTP hydrolysis, ADP Hunter fluorescence; higher % means a stronger effect; GST-tagged Rac1 F28L mutant substrate. inhibition, % at 30 µM, or IC50 in µM where a hit was titrated. AID 624330;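 active means first-screen hits whose inhibition reached a set limit at any dose in the follow-up dose series; inconclusive means inhibition above the set first-screen limit but never retested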;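 further: fluorescence reports GDP produced by GAP-driven GTP hydrolysis; strong numbers were not always called active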
# LYP phosphatase: PTPN22 lymphoid phosphatase activity blockers – biochemical, fluorescence intensity, uHTS (AID 1779); recombinant LYP phosphatase, fluorescence intensity; higher % means a stronger effect; inhibition, % at 11.5 µM; hits with a dose series show IC50 in µM; hit rate 0.054% among 290,000; in the data active means inhibition above about 50%;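 further: plate controls were vehicle with enzyme for no effect and no enzyme for full effect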
# SIAH1 antagonists: Siah-1 peptide-binding antagonists, primary screen, biochemical, fluorescence polarization, rhodamine-plectin, uHTS (AID 1817); hit rate 0.02% among 290,000; Siah-1 / rhodamine-plectin peptide fluorescence polarization; higher % means a stronger effect; displacement, % at 20 µM; hits with a dose series show IC50 in µM;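 active means displacement of at least 50% at 20 µM, with a fluorescence ratio check between 0.3 and a set limit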;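 further: plate controls were Siah plus tracer with DMSO for no effect and tracer alone without Siah for full effect; strong numbers were not always called active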
# Salmonella PhoP GFP: PhoP-dependent GFP reporter repression – Salmonella Typhimurium, primary screen (AID 1863); S. Typhimurium PhoP-regulated promoter GFP reporter, 4 h; higher % means a stronger effect; inhibition, % at 50 µM, or IC50 in µM where a hit was titrated; hit rate 0.16% among 300,000;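 active means inhibition over 29.93%, a cutoff 3 SD above the screen mean, later confirmed by dose response; inconclusive means inhibition over 29.93% but no dose response follow-up; inactive means inhibition at most 29.93% or unconfirmed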;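 further: 0% = low Mg2+ inducing control and 100% = high Mg2+ repressing control; strong numbers were not always called active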
# NTR1 agonist cell count 20 µM: recorded beside NTR1 agonist, whose call it bears; cell count; measured here: cell count, cytotoxicity flag
# Myeloid diff MLP GFP+ MAC1+ %: recorded beside Myeloid diff MLP, whose call it bears; GFP+ MAC1+ double positive, %; measured here: differentiation confirmed by MAC1 staining
# * marks the source's active call; other numbers are inactive results; i = inactive; u = inconclusive; x = no result given.
SMILES,GPR35 antagonists,Myeloid diff MLP,Myeloid diff MLP GFP+ MAC1+ %,HIV peptide binding,GPR55 LPI antagonism,NTR1 agonist,NTR1 agonist cell count 20 µM,MgcRacGAP inhibition,LYP phosphatase,SIAH1 antagonists,Salmonella PhoP GFP
Cc1nnc(SCC(=O)NC2CC2)n1CCc1ccccc1,-3%,i,3.0,-1.6%,6%,2.6,60,-8%,-2%,3%,24%
Cc1ccc2nc(N3CC(C)OC(C)C3)nc(-c3ccccc3)c2c1 (configuration not stated),8%,i,8.2,-0.3%,-8%,4.5,62,-6%,-7%,2%,-8%
CC(C)(C)c1ccc(/C=N/NC(=S)NCc2ccccc2)cc1,-5%,i,0.0,6.2%,20%,11,52,0%,5%,11%,-10%
O=C(COC(=O)Cc1c(Cl)cccc1Cl)Nc1ccccc1-c1ccccc1,17%,i,0.6,-1.2%,19%,1.5,55,2%,-6%,1%,16%
O=C(COc1ccccc1Cl)N1CCN(C(=O)c2ccco2)CC1,13%,i,6.6,1.4%,15%,0.3,75,5%,-3%,0%,-6%
COc1cc([N+](=O)[O-])ccc1NC(=O)NCc1ccccn1,-5%,i,0.9,-3.2%,8%,0.5,71,9%,-8%,-7%,-2%
CCN(CC)c1ccc(C2CC(=O)NC3=C2C(=O)CC(C)(C)C3)cc1 (configuration not stated),0%,i,1.4,0.0%,-8%,-0.7,56,6%,-3%,1%,11%
CC/C(O)=C1\C(=O)CC(C)(C)CC1=Nc1ccccc1C,-9%,i,0.6,-0.2%,4%,-2.0,48,1%,-2%,1%,-2%
Cc1cc2ncn(S(=O)(=O)N(C)C)c2cc1C,-5%,i,0.9,-3.6%,20%,1.2,108,6%,-6%,4%,9%
COc1ccc2c(c1)OC(O)(C(F)(F)C(F)F)CC2=O (configuration not stated),-24%,i,4.1,-2.2%,-7%,-0.2,47,5%,3%,0%,-5%
COc1ccc(C(=O)N2CCC(c3ccccc3)CC2)c(OC)c1OC,7%,i,0.6,1.0%,14%,2.0,52,1%,2%,15%,4%
COC(=O)CS(=O)(=O)c1cccc2cccnc12,-20%,i,0.7,-1.9%,5%,-0.3,63,10%,2%,2%,7%
Cc1c(CN(C)C)c2c(n1Cc1ccccc1)C(=O)c1ccccc1-2,-4%,i,0.8,-1.1%,2%,4.3,42,14%,0%,1%,9%
O=C(NCC1CCCO1)C(c1cccs1)N(C(=O)Cn1nnc(-c2cccs2)n1)C1CCCC1 (configuration not stated),15%,i,1.5,11%,6%,1.5,91,8%,2%,-8%,-4%
O=C(Nc1nnc(SCc2cccnc2)s1)C1CC(=O)N(c2ccccc2)C1 (configuration not stated),0%,i,0.6,0.6%,3%,1.5,52,3%,-1%,2%,-5%
CC1=C(C)CC(C(=O)N2CCN(C/C=C/c3ccccc3)CC2)C(C(=O)O)C1 (configuration not stated),15%,i,0.3,-0.6%,4%,1.4,43,6%,-8%,1%,-5%
CCN1CCN(CC(=O)c2ccc(OC)cc2)CC1,-10%,i,0.5,0.6%,8%,0.7,61,1%,-9%,2%,-6%
COc1cccc(SCC2CSc3nc4ccccc4c(=O)n32)c1 (configuration not stated),-16%,i,0.3,-0.4%,12%,-0.8,44,-4%,-3%,7%,-6%
CCCCN(C(=O)c1cccs1)C1CCS(=O)(=O)C1 (configuration not stated),x,i,1.5,x,x,1.2,54,11%,x,x,-3%
Cc1ccc(OCCSc2nc3ncnc(N)c3[nH]2)cc1,4%,i,0.1,0.0%,10%,-0.3,38,5%,2%,13%,2%
CCN(CC)CCn1c2c(c(SCC(=O)Nc3ccccc3Cl)nc1=O)CCCC2,x,i,0.3,x,x,1.7,57,2%,x,x,5%
CN(C)C(=O)c1ccc(NC(=O)COc2ccc([N+](=O)[O-])cc2)cc1,-6%,i,0.2,3.4%,3%,1.9,41,-12%,-3%,12%,1%
COc1ccc(/C=C/C(=O)N2CCCc3ccccc32)c(OC)c1,6%,i,1.5,-0.5%,4%,3.7,39,7%,0%,2%,5%
Cc1onc(-c2c(F)cccc2Cl)c1C(=O)NC(=S)NC1CCSC1=O (configuration not stated),-1%,i,0.7,0.7%,1%,-0.4,51,-1%,2%,1%,1%
COC(=O)CCSc1cc([N+](=O)[O-])cc2c1c(C1OCCO1)nn2-c1ccccc1,-12%,i,1.0,14%,4%,11,53,7%,1%,1%,-12%
COc1cccc(CNC(=O)C2CCN(C(=O)N3CC(C)Oc4ccccc43)CC2)c1 (configuration not stated),11%,i,4.2,0.0%,2%,3.4,37,7%,-4%,3%,x
COc1ccccc1N1CCN(C(=O)C2CCN(S(=O)(=O)c3ccc4c(c3)CC(C)N4C(C)=O)CC2)CC1 (configuration not stated),0%,i,1.5,-0.2%,-13%,0.6,82,1%,-15%,-3%,-1%
C=CCNc1oc(-c2ccc(OCC)cc2)nc1C#N,8%,i,4.4,-3.0%,7%,1.0,56,7%,-10%,1%,12%
Cc1cccc(-n2cnc(C(=O)O)c2)n1,-12%,i,0.6,2.8%,7%,1.0,84,5%,-6%,9%,-17%
CC(C)CC1c2[nH]c3ccccc3c2CCN1CCCn1cccn1 (configuration not stated),6%,i,0.1,1.3%,-4%,-0.1,39,x,-2%,0%,-12%

# Three entries out of the list above, ordered by their value in MgcRacGAP inhibition, largest number first:
smiles,MgcRacGAP inhibition
CCN(CC)CCn1c2c(c(SCC(=O)Nc3ccccc3Cl)nc1=O)CCCC2,2%
CC(C)(C)c1ccc(/C=N/NC(=S)NCc2ccccc2)cc1,0%
CN(C)C(=O)c1ccc(NC(=O)COc2ccc([N+](=O)[O-])cc2)cc1,-12%

# (more compounds)
SMILES,GPR35 antagonists,Myeloid diff MLP,Myeloid diff MLP GFP+ MAC1+ %,HIV peptide binding,GPR55 LPI antagonism,NTR1 agonist,NTR1 agonist cell count 20 µM,MgcRacGAP inhibition,LYP phosphatase,SIAH1 antagonists,Salmonella PhoP GFP
CC1CCCN(Cc2nc3c(c(=O)n(C)c(=O)n3C)n2CC(=O)c2ccccc2)C1 (configuration not stated),3%,i,7.1,-1.4%,-8%,18,50,4%,2%,0%,-3%
CN1CCN(c2ccccc2/C=N/NC(=O)c2cccnc2)CC1,16%,i,0.4,0.1%,-5%,-0.7,48,7%,-5%,-1%,7%
Cc1cc(NS(=O)(=O)Cc2ccccc2)cc(C)c1OCC(=O)N1CCOCC1,-2%,i,1.0,0.7%,-2%,-1.2,44,1%,-9%,-3%,-6%
CC1CCN(C(=S)NC(=O)C2CCCCC2)CC1,0%,i,0.7,-0.8%,8%,0.0,50,-1%,-14%,-2%,6%
O=C(OCc1c(F)cccc1Cl)c1cnc(Cl)c(Cl)c1,-7%,i,0.5,-0.4%,6%,1.1,39,5%,-2%,0%,-2%
CCOC(=O)CSc1nc(N)cc(=O)[nH]1,10%,i,0.5,3.0%,19%,1.2,69,-1%,-6%,2%,4%
COc1cc(OC)c(NC(=O)C2CCN(S(=O)(=O)c3ccc4c(c3)CC(C)N4C(C)=O)CC2)cc1Cl (configuration not stated),4%,i,2.8,-0.8%,0%,-0.1,59,9%,-11%,9%,-3%
O=C(NCCc1ccc2c(c1)OCCO2)c1ccc([N+](=O)[O-])cc1Cl,2%,i,0.3,-1.1%,12%,1.6,43,9%,-3%,6%,4%
Cc1ccc(CNC(=O)Cc2ccc(-c3ccccc3)cc2)cc1,0%,u,x,0.4%,-14%,1.9,69,6%,-9%,3%,-3%
CC(=O)OC1c2ccccc2C(=O)N1Cc1ccccc1Cl (configuration not stated),10%,i,1.9,0.6%,8%,-2.0,58,5%,-4%,1%,12%
COc1ccc(CCC(=O)NCC23CC4CC(CC(C4)C2)C3)cc1,8%,i,1.4,-0.4%,-4%,1.2,32,8%,-7%,0%,8%
CCOC(=O)c1c(C)oc2ccc(OC(=O)c3cccs3)cc12,3%,i,0.2,-0.4%,20%,2.4,90,9%,0%,1%,2%
O=C(c1cccnc1)N1CCN(c2ccc(Cl)cc2)CC1,1%,i,0.7,-0.3%,-11%,-1.1,64,-3%,-7%,-4%,-6%
CC(O)CNCCNCc1cccs1 (configuration not stated),-2%,i,0.4,0.2%,4%,-1.3,72,2%,-4%,13%,-7%
Cc1nc2ncnn2c(C)c1CCC(=O)Nc1ccc(S(=O)(=O)N2CCCCCC2)cc1,4%,i,1.1,-3.2%,-5%,0.4,74,9%,2%,-1%,9%
O=C(CSc1nnc(CNC(=O)c2c(F)cccc2Cl)o1)NCc1ccc2c(c1)OCO2,13%,i,0.5,-1.9%,4%,-0.2,57,11%,3%,0%,-9%
C=CCn1c(SCc2ccc(Cl)cc2)nc2c1c(=O)[nH]c(=O)n2C,-8%,i,0.8,1.2%,3%,6.3,43,6%,0%,3%,-3%
COc1ccc(C2=NOC(C(=O)Nc3c(C)n(C)n(-c4ccccc4)c3=O)C2)cc1OC (configuration not stated),5%,i,2.1,3.7%,13%,-1.4,88,8%,-3%,-3%,9%
CN(C)c1ccc(CNn2cnnc2SCc2ccccc2F)cc1,10%,i,0.9,0.2%,6%,0.6,54,1%,-9%,-1%,-2%
Fc1ccc(F)c(CNc2ncnc3cc(Cl)ccc23)c1,-12%,i,0.3,0.8%,79%,3.9,75,8%,-5%,3%,16%
CCN(C(=O)Cn1cc(C(=O)C(=O)N2CCOCC2)c2ccccc21)c1ccccc1,-7%,i,1.5,2.0%,8%,1.3,55,7%,-12%,-2%,4%
CCOC(=O)N1CCC(NC(=O)CCc2cn(C)c3ccccc23)CC1,-4%,i,0.4,4.3%,16%,-0.2,43,8%,-9%,0%,-19%
C=CCOc1ccc(-c2nc3c(c(=O)[nH]c(=O)n3CCC)n2CCCC)cc1,3%,i,0.4,-0.5%,-4%,1.5,54,3%,-8%,3%,10%
CCN(c1ccc(NS(=O)(=O)c2cc(Cl)ccc2Cl)cc1)C(C)C,0%,i,0.8,14%,6%,4.7,51,10%,2%,-3%,-1%
COC(=O)C[N+](C)(C)CC#Cc1ccccc1,-2%,i,0.4,0.4%,1%,-0.7,38,-5%,-1%,2%,-5%
O=C1c2ccccc2CC1Sc1nnc(-c2ccccn2)o1 (configuration not stated),4%,i,0.6,-2.1%,22%,x,x,11%,-6%,1%,7%
